Source: PubChem (National Center for Advancing Translational Sciences (NCATS))
Tau ThT inhib: tau fibrillization inhibition (ThT binding) | P10636 | recombinant tau K18 P301L (four-repeat tau fragment), heparin-induced fibrillization, ThT fluorescence | Potency, µM (top dose mostly 57.4 µM), without a hit: at the top dose activity, negative = inhibition, most hits filed as inhibitors | 270,000 tested, 2.1% active | AID 1460; active = well fitted inhibition curve with a large enough effect; inconclusive = small, poorly fitted or top-dose-only effect; also: nearly all actives have a fitted effect of over 55% in size
Target sequence (P10636 561-689 P618L limits assumed): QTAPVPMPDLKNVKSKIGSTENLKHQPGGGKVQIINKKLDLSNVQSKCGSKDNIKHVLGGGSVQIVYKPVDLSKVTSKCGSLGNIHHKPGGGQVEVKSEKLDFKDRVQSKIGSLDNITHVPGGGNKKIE
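Aggregation was driven by heparin (20 uM final) acting on recombinant tau […] bearing P301L in 100 mM sodium acetate pH 7; fibrils were detected with Thioflavin T.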
The depositor's hits bear a star; ? = inconclusive. % is scaled to controls: 0 for no effect and ±100 for the full control effect; potency is read from the fitted curve at half-maximal effect.

item	molecule	Tau ThT inhib
1	CSc1ncc2c(n1)-c1ccccc1N(Cc1ccccc1)S2(=O)=O	-12%
2	Clc1ccccc1CSc1nncn2c1cc1occc12	-16%
3	O=C(CN1C(=O)C2(SCC(=O)N2c2ccccc2)c2ccccc21)NCc1ccccc1 (stereo not drawn)	4%
4	CCOC(=O)CC(NS(=O)(=O)c1cc(-c2cc(C)no2)ccc1C)c1ccc(C)cc1 (stereo not drawn)	-10%
5	CCOC(=O)c1cccc(NC(=O)CC2C(=O)N(c3ccc(OC)cc3)C(=O)N2C2CCCC2)c1 (stereo not drawn)	-1%
6	CCc1ccc(CN(Cc2cn[nH]c2-c2ccc(OC)cc2)C(=O)Nc2ccc(C)c(F)c2)cc1	-10%
7	O=C1C(=O)N(C2CCN(C(=O)c3ccccc3Cl)CC2)CCN1Cc1ccc(F)cc1	2%
8	COc1ccc(C2=Nn3c(nc4sc(C(=O)Nc5cccc(C)c5)c(C)c4c3=O)SC2)cc1	5%
9	CC(C)(C)C1CCc2nc(NC(=O)COc3ccccc3[N+](=O)[O-])sc2C1 (stereo not drawn)	2%
10	C=Cc1ccc(CSc2nnc(C)n3c2cc2occc23)cc1	?
11	CCOC(=O)c1c(-c2ccc(C)cc2)csc1NC(=O)c1cc(=O)c2cc(Cl)ccc2o1	-19%
12	Cc1ccc(-c2onc(C)c2C)cc1S(=O)(=O)Nc1cccc(Cl)c1C	?
13	Cc1nnc(N2CCCC(C(=O)Nc3cc(F)ccc3F)C2)c2nn(-c3ccccc3)c(C)c12 (stereo not drawn)	-1%
14	CC1=C(c2ccc(C)cc2)S(=O)(=O)NC1=NCc1ccccc1Cl	-13%
15	COC(=O)c1ccccc1NC(=O)CCn1nc(C)c2c(C)n(-c3ccccc3)nc2c1=O	11%

Additional compounds follow.
item	molecule	Tau ThT inhib
16	Cc1ccc(-n2ncc(C(=O)NCCCN3CCN(c4cccc(Cl)c4)CC3)c2-n2cccc2)cc1	?
17	CC1CN(C(=O)CCC(=O)Nc2cc(F)ccc2F)c2ccccc2S1 (stereo not drawn)	1%
18	CCCCc1ccc(NC(=O)c2ccc3c(c2)CCN3S(=O)(=O)CC)cc1	-8%
19	COc1cccc(NC(=O)c2ccc(-c3nc(COc4ccc(C)cc4)c(C)o3)cc2)c1	-2%
20	CCNC(=O)C1CCN(c2nnc(C)c3c(C)n(-c4ccc(OC)cc4)nc23)CC1	8%
21	CCc1cccc(NC(=O)CCS(=O)(=O)c2ccc3nc(C)sc3c2)c1	-4%
22	Cc1ccc(-c2onc(C)c2C)cc1S(=O)(=O)N1CCc2ccccc21	7%
23	Cc1cccc(-c2nc(CSc3nncn4c3cc3sccc34)c(C)o2)c1	?
24	Cc1ccc(SCc2nc(-c3ccc(C(=O)NCCc4ccc(Cl)cc4)cc3)oc2C)cc1	8%
25	Cc1c(C(=O)NCc2ccccc2Br)oc2c1-c1[nH]ncc1CC2	-6%
26	Cc1ccc(-n2nnc(-c3nc(-c4cccs4)no3)c2N)cc1C	-1%
27	Cc1ccccc1-c1noc(-c2cc3ccccc3oc2=O)n1	?
28	COc1ccc2c(Sc3ccc(C)cc3)c(C(=O)NC(C)C)[nH]c2c1	-16%
29	CCC(C(=O)Nc1ccc(C(=O)OC)cc1)n1c(=O)c(-c2ccccc2NC(C)=O)nc2ccccc21 (stereo not drawn)	2%
30	CCOc1ccc(N(CC)S(=O)(=O)N2CCCC(C(=O)Nc3ccc(OC)c(Cl)c3)C2)cc1 (stereo not drawn)	-4%

Following part.
item	molecule	Tau ThT inhib
31	CCNC(=O)c1cnc2sc(N3CCC(C)CC3)nn2c1=O	-9%
32	CCN1C(=O)c2ccccc2Sc2ccc(NC(=O)N3CCN(c4cc(C)ccc4C)CC3)cc21	-15%
33	COc1ccc(NC(=O)c2cccc3c(=O)c4c([nH]c23)CCCC4)cc1	?
34	COCCNC(=O)Cn1nc(N2CCN(c3ccccc3OC)CC2)ccc1=O	5%
35	CCc1c(CN2CCN(c3ccccc3F)CC2)csc1C	-13%
36	CS(=O)(=O)N1CCC(N2CCN(Cc3ccccc3)C(=O)C2=O)CC1	2%
37	O=c1c2oc3ccccc3c2n(Cc2ccccc2Cl)c(=O)n1Cc1ccco1	5%
38	Cc1ccc(CNC(=O)c2ccc(-c3nc(CS(=O)c4ccccc4)c(C)o3)cc2)cc1 (stereo not drawn)	4%
39	CCN(CC)C(=O)Cn1cc(SCC(=O)Nc2ccccc2F)c2ccccc21	-15%
40	CCOc1ccccc1CNC(=O)CCc1cn(Cc2ccc(Cl)cc2)c2ccccc12	-7%
41	Cc1ccc(NC(=O)Cn2c(=O)n(Cc3nc(C)no3)c(=O)c3ccccc32)c(Cl)c1	5%
42	COc1ccc(C2=NS(=O)(=O)N(C)C(C(=O)Nc3ccc(OC(F)(F)F)cc3)=C2)cc1	-1%
43	CN(C)S(=O)(=O)c1ccc2c(c1)N(CC(=O)NCc1cccc(Br)c1)C(=O)CS2	9%
44	CCNC(=O)C1CCN(c2nc3ccccc3nc2C(F)(F)F)CC1	11%
45	Cc1ccc(-c2noc(-c3ccccc3OCC(=O)Nc3ccccc3[N+](=O)[O-])n2)cc1	-7%

Next structures.
item	molecule	Tau ThT inhib
46	CCOc1ccc(NC(=O)CCn2c(=O)c3cccn3c3cccnc32)cc1	-16%
47	COc1ccc(Cn2c(C(=O)O)c(CNCCc3cccs3)c3ccc(C)cc32)cc1	-1%
48	COc1ccc(-c2cc(C(=O)NCCc3ccc(Cl)cc3)[nH]n2)cc1	-3%
49	CC(=O)c1ccc(N2CCN(S(=O)(=O)c3cc(-c4onc(C)c4C)ccc3C)CC2)cc1	-7%
50	Cc1cccc(NC(=O)C2CCC(CNS(=O)(=O)c3csc(C(N)=O)c3)CC2)c1C (stereo not drawn)	-3%
51	O=C(Cn1cc(SCc2ccc(C(F)(F)F)cc2)c2ccccc21)N1CCCCCC1	?
52	Cc1cccc(N2CCN(C(=O)Cn3nc(C)c4sc5ccccc5c4c3=O)CC2)c1C	1%
53	COc1cc(C(CC(=O)Nc2cccc(C(C)=O)c2)N2Cc3ccccc3C2=O)cc(OC)c1OC (stereo not drawn)	-2%
54	O=c1c2oc3ccccc3c2n(Cc2ccccc2Cl)c(=O)n1Cc1ccc2c(c1)OCO2	0%
55	COc1ccc(NC(=O)CSCc2cnn(-c3ccccc3)c2-n2cccc2)cc1	-5%
56	CCOc1ccc(NS(=O)(=O)c2ccc(-c3cc(C)no3)s2)cc1	4%
57	CCc1ccc(CNCc2c(C(=O)O)n(Cc3cccc(F)c3)c3cc(OC)ccc23)cc1	-2%
58	CCOC(=O)CNC(=O)Cn1nc(N2CCN(c3ccccc3)CC2)ccc1=O	-13%
59	Cc1ccc(F)cc1S(=O)(=O)N1CCC(c2nc3ccccc3s2)CC1	-4%
60	O=C(c1cnn(-c2cccc(F)c2)c1-n1cccc1)N1CCN(c2ccccc2F)CC1	-1%

Other entries follow:
item	molecule	Tau ThT inhib
61	CC1CCN(S(=O)(=O)c2ccc3nc(N4CCN(c5ccccc5)CC4)ccc3c2)CC1	2%
62	CCOCCCNC(=O)CN1C(=O)c2c(c3ccccc3n2C)C1c1ccc(OC)cc1 (stereo not drawn)	-6%
63	Cc1ccc(-c2nnc3ccccc3c2C(=O)Nc2cccc(Cl)c2)cc1	4%
64	Cc1ccc(Cl)cc1NS(=O)(=O)c1ccc2oc(=O)c3ncn(C)c3c2c1	-2%
65	CCCCNC(=O)Nc1ccc2c(c1)N(C)C(=O)c1ccccc1S2	0%
66	CCCOc1ccc(NC(=O)CC2C(=O)N(c3cccc(OC)c3)C(=O)N2Cc2cccs2)cc1 (stereo not drawn)	2%
67	CCCOc1ccc(CNC(=O)CCCn2nc(C)c3sc4ccccc4c3c2=O)cc1	?
68	CCN(CC)C(=O)CSc1nc(-c2ccccc2F)nc2c1Cc1c(CO)cnc(C)c1O2	?
69	COc1ccc(-c2noc(-c3ccc(N4CCN(C)CC4)c([N+](=O)[O-])c3)n2)cc1OC	1%
70	COc1ccc2c(c1)c1c(c(=O)n(Cc3ccccc3)c(=O)n1Cc1ccc(C)cc1)n2C	-4%
71	Cc1nc2ccc(S(=O)(=O)CCC(=O)Nc3ccc(C)c(C)c3)cc2s1	-4%
72	CC(C)CCNC(=O)c1cccc(-n2cnc3cccnc32)c1	-5%
73	Cc1ccc(C)c(NS(=O)(=O)c2ccc3oc(=O)c4ncn(C)c4c3c2)c1	6%
74	O=S(=O)(c1ccc(Br)cc1)c1nnn2c1nc(NCCc1ccccc1)c1sccc12	?
75	COc1ccc(Cl)cc1NC(=O)CSc1ccc2nnc(CCNS(=O)(=O)c3ccccc3)n2n1	0%

Remaining list, next part:
item	molecule	Tau ThT inhib
76	O=C(CCn1c(=O)c2cccn2c2cccnc21)Nc1ccccc1Br	1%
77	Cc1ccc(C)c(Cn2c(=O)n(Cc3ccc4c(c3)OCO4)c(=O)c3oc4ccccc4c32)c1	-1%
78	Cc1ccc(C(=O)Nc2nc(-c3nnn(-c4cccc(Cl)c4C)c3C)ns2)cc1C	-9%
79	CC(C)(C)C1CCc2nc(NC(=O)Cc3ccccc3)sc2C1 (stereo not drawn)	?
80	CCOC(=O)c1c(C)[nH]c(C)c1S(=O)(=O)NCC(=O)N1CCN(c2cc(Cl)ccc2C)CC1	2%
81	CCOC(=O)c1c(C)[nH]c(C)c1S(=O)(=O)N1CCCC(C(=O)Nc2ccc(C)cn2)C1 (stereo not drawn)	11%
82	COc1ccc(CCNC(=O)c2c(C)nn(-c3ccc(F)cc3)c2-n2cccc2)cc1OC	-5%
83	CCc1ccc(S(=O)(=O)c2nnn3c2nc(N2CCOCC2)c2sccc23)cc1	-6%
84	Cc1ccc(C)c(NC(=O)CCN2C(=O)c3ccccc3Sc3ncccc32)c1	-7%
85	O=C(Cn1ccc2cc(S(=O)(=O)N3CCCCCC3)ccc21)NCCc1ccc(Cl)cc1	-5%
86	COc1cccc(CNC(=O)Cn2cc3c(n2)-c2c(oc(C(=O)N4CCCC4)c2C)CC3)c1OC	-12%
87	Cc1ccc(-n2nc3c(=O)n(CCCC(=O)NCCc4ccccc4)nc(C)c3c2C)cc1	10%
88	CC(=O)NCCNC(=O)CCCc1nnc2n(CC(C)C)c(=O)c3sccc3n12	1%
89	CCOc1ccc(OCC)c(NC(=O)c2cnn(-c3ccc(F)cc3)c2-n2cccc2)c1	?
90	COc1cc(-c2noc(-c3ccc(NCc4ccco4)c([N+](=O)[O-])c3)n2)cc(OC)c1OC	6%

Other structures follow:
item	molecule	Tau ThT inhib
91	Cc1ccc(-n2nc3c(=O)n(CCCC(=O)NCc4ccccc4F)nc(C)c3c2C)cc1	5%
92	Cc1ccc(OCc2nc(-c3ccc(C(=O)NCCc4ccc(Cl)cc4)cc3)oc2C)cc1	3%
93	Cc1ccc(N2CCN(C(=O)NCc3noc4ccccc34)CC2C)cc1 (stereo not drawn)	-14%
94	CCc1cccc(NC(=O)c2ccc(CNS(=O)(=O)c3ccc4c(c3)C(C)(C)C(=O)N4C)cc2)c1	-5%
95	Cc1cccc(OC(=O)CSc2nnc(CNC(=O)c3ccccc3)o2)c1C	-6%
96	COc1ccc(CCNC(=O)c2cc3cccc4c3n2CC(C)S4)c(OC)c1OC (stereo not drawn)	-17%
97	CC1=C(C(=O)Nc2cccc(C(F)(F)F)c2)C2(CCN(C(C)C)CC2)OC1=O	2%
98	COCCn1c(SCC(=O)c2c[nH]c3ccccc23)nc2cc(C(=O)NC(C)C)ccc2c1=O	-17%
99	COc1ccc2c(c1)c1c(c(=O)n(-c3cc(Cl)ccc3C)c(=O)n1Cc1ccc(F)cc1)n2C	4%
100	COc1ccc(OC)c(CNC(=O)c2ccc(-c3nc(CSc4ccccc4)c(C)o3)cc2)c1	-6%
101	COc1ccc(-c2cc(-c3nc(-c4cc(OC)c(OC)c(OC)c4)no3)[nH]n2)c(OC)c1	-12%
102	COc1cc(C)ccc1OCCSc1nc(-c2cccc(C)c2)nc2cc(=O)[nH]n12	-6%
103	CN(C)c1ccc(CNC(=O)CCCn2ccc3cc(S(=O)(=O)N4CCCC4)ccc32)cc1	0%
104	Cc1ccc(CCNc2nc3c(S(=O)(=O)c4ccc(C)cc4)nnn3c3ccsc23)cc1	10%
105	O=C(OCC1CCCO1)c1ccc2c(c1)N(Cc1cccc(Cl)c1)C(=O)c1ccccc1S2(=O)=O (stereo not drawn)	1%

Later entries:
item	molecule	Tau ThT inhib
106	Cc1cc(C)c(NC(=O)C(C)n2nc(C)c3sc4ccccc4c3c2=O)c(C)c1 (stereo not drawn)	-12%
107	COCCN1CCc2nc(SCC(=O)Nc3ccc(C)c(Cl)c3)[nH]c(=O)c2C1	15%
108	COc1cc(OC)c(NS(=O)(=O)c2ccc3oc(=O)c4ncn(C)c4c3c2)cc1Cl	5%
109	CCc1ccccc1NC(=O)CN1C(=O)COc2ccc(S(=O)(=O)N3CCCCCC3)cc21	-2%
110	O=c1c2oc3ccccc3c2n(Cc2ccc(Cl)cc2)c(=O)n1Cc1ccc2c(c1)OCO2	-2%

Not all compounds are listed; the hit share may differ from the screen's.
